Compound activity deposited in PubChem BioAssay by National Center for Advancing Translational Sciences (NCATS).
FEN1 inh: inhibitors of human flap endonuclease 1; 0.35% of 390,000 active; Recombinant FEN1 flap cleavage, fluorescence, 15 min; Potency, µM (top dose mostly 114 µM), inactives show at the highest dose activity change, negative = inhibition, hits mostly inhibitors; P39748; further: nearly all actives have a fitted effect of over 65% in size
Target sequence (P39748 whole entry, looked up): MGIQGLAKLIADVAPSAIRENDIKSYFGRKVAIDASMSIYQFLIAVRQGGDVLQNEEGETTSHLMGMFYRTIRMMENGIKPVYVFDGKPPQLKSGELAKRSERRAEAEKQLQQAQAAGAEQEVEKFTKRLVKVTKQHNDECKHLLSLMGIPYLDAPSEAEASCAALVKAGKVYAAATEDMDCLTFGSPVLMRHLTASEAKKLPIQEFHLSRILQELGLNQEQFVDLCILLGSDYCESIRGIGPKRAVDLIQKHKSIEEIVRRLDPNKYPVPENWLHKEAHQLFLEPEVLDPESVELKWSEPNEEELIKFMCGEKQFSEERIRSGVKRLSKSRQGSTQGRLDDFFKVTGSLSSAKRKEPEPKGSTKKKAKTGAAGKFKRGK
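FEN1 at 10 nM, compound pretreatment for 15 min (room temperature), 50 nM final substrate to initiate; endpoint reads at 0 and 15 min; DMSO-only plates used as vehicle background.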
N370S GC: inhibits or activates N370S mutant glucocerebrosidase; AID 2101; Potency, µM (highest dose often 59.4 µM), without a hit: top-dose activity change, negative = inhibition, usual class: inhibitors; N370S GC spleen homogenate, 4MU-glucoside fluorescence; P04062; 0.092% of 330,000 active;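 further: 0% = full enzyme activity and -100% = no enzyme basal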
TDP1 cell CPT: growth inhibition of DT40 Tdp1-/-;hTDP1 cells with camptothecin (screen for TDP1 inhibitors); AID 686979; 12% of 420,000 active; Potency, µM (doses to about 46.2 µM), for the others: at the top dose activity change, negative = growth inhibition, actives largely listed as inhibitors; chicken DT40 Tdp1-/-;hTDP1 cells + 20 nM CPT, ATP luminescence, 48 h; further: nearly all actives have a fitted effect of over 55% in size
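Chicken DT40 Tdp1-/- cells stably complemented with human TDP1 were seeded at 400 cells/well in medium containing 20 nM camptothecin, exposed to pin-transferred compounds, and grown at 37 °C for at least 48 hr. Viability was read as ATP luminescence.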
* marks the source's active call; other numbers are inactive results; ? = inconclusive; nt = not tested or not shown. The call rests on the fitted dose curve; in most records, active means well fitted curve in the direction sought with a large enough effect; inconclusive means small, poorly fitted or top-dose-only effect, or another doubt; inactive means no such curve, though single readings can be large; an effect the other way counts as inactive or inconclusive. Unless noted, on the % scale 0 is the no-effect control and ±100 the full control effect; potency means the concentration at half of the fitted maximal effect. The list is partial. The share of hits here may be higher or lower than overall.

smiles	N370S GC	TDP1 cell CPT	FEN1 inh
Clc1ccccc1-c1nnc2sc(-c3ccc(Br)o3)nn12	14%	-27%	-7%
CCCC(=O)OC1=CN(Cc2ccccc2)S(=O)(=O)c2ccccc21	nt	3%	12%
COCCn1c(COc2cccc(OC)c2)nnc1SCC(=O)N1CCOCC1	-8%	-9%	-3%
CCc1ccccc1N(C)C(=O)Cn1cnc2sc(C)c(S(=O)(=O)N3CCC(C)CC3)c2c1=O	nt	-20%	-4%
N#Cc1cc(C(=O)c2ccccc2O)cn(-c2ccc(Cl)cc2)c1=O	0%	?	6%
CCCc1nc2c(=O)n(C)c(=O)[nH]c2n1C	3%	-4%	3%
Cc1cc(C)c2c(N=NN3CCCCC3)[nH]nc2n1	4%	4%	2%
CC1=CC(C)(C)Nc2ccc(OC(=O)C(Cc3ccccc3)N3C(=O)C4CCCCC4C3=O)cc21 (stereo unspecified)	5%	?	-19%
CC1CN(C(=S)SCC(=O)c2ccccc2)CC(C)O1 (stereo unspecified)	7%	?	9%
NS(=O)(=O)c1ccc(CCNC(=O)c2ccc(Cl)cc2[N+](=O)[O-])cc1	14%	-12%	-14%
COc1ccc(CCNC(=O)C(=O)NCc2ccc(C(C)C)cc2)cc1OC	3%	?	7%
Cc1nc(SCC(=O)N2CCCc3ccccc32)c2oc3ccccc3c2n1	11%	16µM*	-4%
O=C(NCCN1CCOCC1)/C(=C\c1ccccc1Cl)NC(=O)c1ccccc1	-2%	6%	14%
COc1ccccc1NC(=O)N1CCN(c2cccc(C(F)(F)F)c2)CC1	-13%	?	-21%
O=C(C[C@H]1C/C=C\CCCCC(=O)OC[C@H]2CCCN2C1=O)N[C@H](CO)Cc1ccccc1	nt	?	17%

Further compounds follow:
smiles	N370S GC	TDP1 cell CPT	FEN1 inh
CC(=O)c1c(C)nn(CC(O)Cn2c3c(c4cc(C)ccc42)CCCC3=O)c1C (stereo unspecified)	9%	?	-1%
Nc1ccccc1C(=O)NCCN1CCNC1=O	3%	16%	-4%
COc1ccc(CCNC(=O)CN2C(=O)NC(C)(c3ccc([N+](=O)[O-])cc3)C2=O)cc1 (stereo unspecified)	5%	1%	-1%
CC1CCCCN1CC(=O)NC(=O)NCc1ccccc1 (stereo unspecified)	-2%	9%	-5%
O=C(O)c1cc(Cl)c2c(c1)OCO2	-2%	-11%	-16%
Cc1ccc(C(=O)OCC(=O)N(CC(C)C)c2c(N)n(Cc3ccccc3)c(=O)[nH]c2=O)o1	-28%	-5%	-2%
COc1ccc(C2(O)CCN(C(=O)Cc3cccnc3)CC2)cc1	-1%	-17%	-10%
Cc1ccc(OCC(O)CN2CCN(CC(O)COc3ccc(C)cc3)CC2)cc1 (stereo unspecified)	9%	-29%	3%
Cc1ccc(NC2=C(Cl)C(=O)OC2OC(=O)c2ccccc2)c(C)c1 (stereo unspecified)	18%	?	-18%
O=C(CN(c1ccccc1)S(=O)(=O)c1ccccc1)Nc1ccccc1C(=O)NCc1ccco1	3%	?	2%
O=C(c1ccc(-c2ccccc2)cc1)C1CCCN(C(=O)c2ccncc2)C1 (stereo unspecified)	-16%	3.7µM*	10%
CCc1cc(C(=O)N2CCCC(C(=O)c3cccc(OC(C)C)c3)C2)n(C)n1 (stereo unspecified)	3%	16µM*	14%
c1ccc2[nH]c3cc4ncnc4cc3nc2c1	-12%	?	?
Cc1ccc(-c2nnn(CC(=O)N(Cc3ccccc3F)C(C(=O)NC3CCCC3)c3ccncc3)n2)o1 (stereo unspecified)	-4%	0%	-12%
CC(C)OP(=O)(c1ccc(N(C)C)cc1)C(O)c1c(Cl)cccc1Cl (stereo unspecified)	-3%	-25%	-5%

New compounds follow
smiles	N370S GC	TDP1 cell CPT	FEN1 inh
Cc1ccc(/C=C/c2onc(C)c2S(=O)(=O)N2CCC(C(=O)NCc3ccco3)CC2)cc1	nt	-29%	8%
Cc1ccsc1/C=N/N=C/c1sccc1C	12%	-16%	16%
COc1cccc(C2=CC(c3ccccc3)n3nnnc3N2)c1 (stereo unspecified)	19%	5.8µM*	-23%
Cc1cccc(CNC(=O)c2ccccc2NC(=O)C2=CSCCO2)c1	24%	-14%	11%
CC(C)c1nnc(NC(=O)CCC(=O)NC2CCCCC2)s1	6%	2%	10%
Cc1nn(-c2ccc(N3CCCC3)nn2)c(C)c1CCC(=O)N1CCN(c2ccccc2F)CC1	nt	?	1%
O=S(=O)(c1cccs1)n1cnc2ccccc21	-14%	-21%	-3%
CCC1CN2CCc3cc(OC)c(OC)cc3C2CC1CC1c2cc(OC)c(OC)cc2CCN1C(=O)C(Cc1c[nH]c2ccccc12)NC(=O)OC(C)(C)C (stereo unspecified)	nt	6.5µM*	-16%
Cc1ccc2nc3n(c2c1)CCCN3	-7%	0%	11%
Cc1ccc(N(CC(=O)N=Nc2c(O)[nH]c3ccccc23)S(C)(=O)=O)c(C)c1	9%	-14%	-2%
CCOC(=O)Nc1ccc2c(c1)N(C(=O)CCN(C)C)c1ccccc1CC2	-13%	-13%	15%
COc1ccc(NC(=O)CN(C)C(=O)c2cccc(NS(=O)(=O)c3ccc(Br)cc3)c2)cc1	-20%	?	2%
Cc1ccc(S(=O)(=O)N(C(=O)c2ccncc2)c2ccc(OC(=O)c3ccncc3)cc2)c(C)c1	-6%	?	-1%
CCc1nn(CC(=O)NC(C)C)c(=O)c2cc3cc(F)ccc3n12	nt	6%	0%
COc1ccccc1CNC(=O)Cn1c(=O)ccc2cc(S(=O)(=O)N3CCC(C)CC3)ccc21	nt	23µM*	11%

The list goes on.
smiles	N370S GC	TDP1 cell CPT	FEN1 inh
CCc1ccc(NC(=O)CN2CCN(c3ccc(OC)cc3)CC2)cc1	nt	-10%	8%
O=C(CC(c1ccccc1)c1ccccc1)Nc1ccc(Cl)cn1	9%	?	-19%
COc1ccc(NC(=O)N/C=C/c2ccco2)cc1	2%	?	-25%
CC(C)(C)c1ccc(NC(=O)Cn2cnc3cc([N+](=O)[O-])ccc3c2=O)cc1	-11%	?	12%
CCN(CC)S(=O)(=O)c1cccc(NC(=O)CSc2nc3ccccc3[nH]2)c1	-5%	23µM*	6%
COc1ccc(NC(=O)CC2C(=O)N(c3cccc(OC)c3)C(=O)N2Cc2ccc3c(c2)OCO3)cc1 (stereo unspecified)	nt	?	-10%
COc1ccccc1OC(C)c1nnc(SCC(=O)Nc2c(C)n(C)n(-c3ccccc3)c2=O)n1-c1ccccc1 (stereo unspecified)	5%	-22%	-3%
CNC(=O)CS(=O)(=O)CC(=O)Nc1cc(OC(C)C)c(Cl)cc1Cl	-8%	26%	-2%
CC(C)(C)OC(=O)N1CCC(c2c(C(=O)N3CCN(C4CCCCC4)CC3)cnn2-c2ccc(F)cc2)CC1	-2%	-18%	5%
CCCn1cc(S(=O)(=O)c2ccccc2)c(=O)c2cc(F)c(N3CCCCCC3)cc21	nt	26µM*	-1%
CN1CCN(S(=O)(=O)c2cc(Cl)c(Cl)cc2Cl)CC1	-15%	-4%	-1%
CS(=O)(=O)N(CC(=O)N1CCOCC1)Cc1ccc(Cl)cc1	24%	5%	-2%
O=C(NNCc1ccccc1)c1ccccn1	nt	-13%	-1%
COc1ccc(-n2ncc3c(N(C)C4CCCCC4)ncnc32)cc1	-17%	?	-3%
O=C(Cc1ccc(Cl)cc1)Nc1ccccc1C(=O)N1CCCCC1	-1%	2%	11%

Remaining list, next part.
smiles	N370S GC	TDP1 cell CPT	FEN1 inh
Cc1cc(C)cc(OCCNC(=O)C2CCN(S(=O)(=O)c3ccccc3)CC2)c1	-6%	-25%	-2%
COc1cc(NC(=O)c2cc(-c3ccco3)on2)cc(OC)c1OC	-12%	?	-15%
CCN1CCN(c2ccc(S(=O)(=O)N3CCOCC3)cc2NC(=O)c2ccccc2OC(F)F)CC1	?	10%	0%
C=CS(=O)(=O)c1c2cc(OC)ccc2nc2ccc(OC)cc12	nt	2.3µM*	?
CCOc1ccc(N(C)S(=O)(=O)c2cc(-c3cc(C)no3)ccc2CC)cc1	4%	?	-6%
CCN(CC)c1ccc(S(=O)(=O)N2CCOCC2)cc1NC(=O)COC(=O)c1cccnc1SC	-3%	?	15%
CCOC(=O)N1CCN(C(=O)c2oc3ccc(S(=O)(=O)N4CC(C)CC(C)C4)cc3c2C)CC1 (stereo unspecified)	-9%	?	-21%
CN1CCc2c(sc(NC(=O)c3cc(Cl)sc3Cl)c2C(N)=O)C1	?	?	-1%
CCn1c(=O)cc(SCC(=O)Nc2ccc3c(c2)OCO3)c2ccccc21	0%	2%	-4%
Cc1cccc(-n2cc(CN3CCCN(C=O)CC3)c(-c3cccc(F)c3)n2)c1	-5%	?	25%
Cc1ccc(Nc2nc(Cl)nc(NC3CCCCC3)n2)cc1	-6%	?	-1%
CC1CCN(CCC(=O)Nc2ccc(Cl)cc2)CC1	13%	4%	-6%
CSc1nnc(Cn2c(=O)sc3ccccc32)n1CCc1ccccc1	-3%	?	-3%
NC(=O)NOCc1c(F)cccc1Cl	5%	-9%	-4%
CN(C)CCCN(Cc1ccc2c(c1)OCO2)C(=O)NC1CCCCC1	0%	3%	4%

Following part:
smiles	N370S GC	TDP1 cell CPT	FEN1 inh
Cc1ccc2nc(/C(C#N)=C/c3ccc(-c4ccccc4C(=O)O)o3)[nH]c2c1	-11%	-2%	?
COc1ccc(C2C3C=CCCC3(C)C(=O)N2Cc2ccccc2)cc1Cl (stereo unspecified)	9%	nt	-30%
O=C(CSc1nnc(-c2cccnc2)o1)Nc1ccccn1	-1%	-30%	-4%
CC(=O)c1cccc(NC(=O)N2CC(C)OC(C)C2)c1 (stereo unspecified)	-7%	-1%	-2%
O=C(Nc1nnc(SCc2cccc3ccccc23)s1)C1COc2ccccc2O1 (stereo unspecified)	-8%	-29%	-20%
Cc1c(C(=O)Nc2ccc(S(=O)(=O)Nc3ncccn3)cc2)oc2ccc(Cl)cc12	-12%	-18%	-2%
Cc1oc(/C=N/NS(=O)(=O)c2ccccc2)cc1Br	-11%	?	2%
CN(C)c1cccc(NC(=O)c2ccco2)c1	-4%	-10%	-10%
Cc1nnc(NC(=O)c2cccc(NC(=O)C(C)C)c2)s1	-29%	-7%	5%
CCOC(=O)C1CCN(c2c(NCCCN(C)C3CCCCC3)c(=O)c2=O)CC1	6%	1%	-2%
CCCCn1c(N)c(N(CCC(C)C)C(=O)CCN2C(=O)C3CC=CCC3C2=O)c(=O)[nH]c1=O (stereo unspecified)	-1%	-11%	17%
Cc1cccc(CSc2nc3ccccc3c(=O)n2C)c1	nt	?	1%
COc1cc(O)c(C(C)=O)c(CC(=O)O)c1	-9%	-1%	22µM*
O=C(NCc1ccc(F)cc1)C(=O)NCC1OCCN1C(=O)c1ccc(Cl)cc1 (stereo unspecified)	3%	-1%	-6%
Cc1noc(NS(=O)(=O)c2ccc(NC(=O)Nc3ccc(Cl)c(Cl)c3)cc2)c1C	10%	-5%	-3%

In a second layout: results already given
Values run as follows: N370S GC | TDP1 cell CPT | FEN1 inh
CC(=O)c1cccc(NC(=O)N2CC(C)OC(C)C2)c1 (stereo unspecified)
 : -7% | -1% | -2%
O=C(Nc1nnc(SCc2cccc3ccccc23)s1)C1COc2ccccc2O1 (stereo unspecified)
 : -8% | -29% | -20%
Cc1c(C(=O)Nc2ccc(S(=O)(=O)Nc3ncccn3)cc2)oc2ccc(Cl)cc12
 : -12% | -18% | -2%
Cc1oc(/C=N/NS(=O)(=O)c2ccccc2)cc1Br
 : -11% | ? | 2%
CN(C)c1cccc(NC(=O)c2ccco2)c1
 : -4% | -10% | -10%
Cc1nnc(NC(=O)c2cccc(NC(=O)C(C)C)c2)s1
 : -29% | -7% | 5%
CCOC(=O)C1CCN(c2c(NCCCN(C)C3CCCCC3)c(=O)c2=O)CC1
 : 6% | 1% | -2%
CCCCn1c(N)c(N(CCC(C)C)C(=O)CCN2C(=O)C3CC=CCC3C2=O)c(=O)[nH]c1=O (stereo unspecified)
 : -1% | -11% | 17%
Cc1cccc(CSc2nc3ccccc3c(=O)n2C)c1
 : nt | ? | 1%
COc1cc(O)c(C(C)=O)c(CC(=O)O)c1
 : -9% | -1% | 22µM*
O=C(NCc1ccc(F)cc1)C(=O)NCC1OCCN1C(=O)c1ccc(Cl)cc1 (stereo unspecified)
 : 3% | -1% | -6%
Cc1noc(NS(=O)(=O)c2ccc(NC(=O)Nc3ccc(Cl)c(Cl)c3)cc2)c1C
 : 10% | -5% | -3%
